# Screening results from PubChem BioAssay.
# TRAIL sens C8 = sensitizes caspase-8 expressing cells to TRAIL | NB7+C8 cells + TRAIL, ATPlite viability luminescence | inhibition (viability loss, TRAIL sensitization), % at 10 µM | 360,000 tested, 1% active | AID 624354;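 active means compounds causing at least 50% loss of cell viability in the single-dose screen, relative to plate controls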
# LMP1 NFkB inh = Epstein-Barr LMP1 NF-kappaB reporter inhibition; LMP1-induced NF-kappaB luciferase reporter cells, luminescence; 350,000 tested, 0.69% active; inhibition, % at 12.5 µM; AID 504558; in the data active means inhibition above about 41%;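 further: 0% = neutral control wells and 100% = reference inhibitor control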
# LRH-1 inv ag = inverse agonists of human LRH-1 (NR5A2); O00482; HEK293T StAR-luciferase reporter, LRH-1 transfected, 24 h; inhibition, % at 3.6 µM; 360,000 tested, 0.13% active;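 active means inhibition above the mean inhibition of all tested compounds plus 3 SD, cut at about 73% in these data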;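 further: 0% = DMSO wells and 100% = reporter-only cells lacking LRH-1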
# SRC1 inh = inhibitors of human steroid receptor coactivator 1 (SRC1); Q15788; HEK293 GAL4-SRC1 luciferase reporter, luminescence; inhibition, % at 3.6 µM; 360,000 tested, 0.12% active; AID 588354;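 active means inhibition above the campaign mean plus 3 SD, with each screening campaign given its own cutoff, cut at about 60% in these data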;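 further: 0% = DMSO treated cells and 100% = gossypol at 36 µM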
# Target sequence (Q15788 whole entry, looked up, the tested form may be a part): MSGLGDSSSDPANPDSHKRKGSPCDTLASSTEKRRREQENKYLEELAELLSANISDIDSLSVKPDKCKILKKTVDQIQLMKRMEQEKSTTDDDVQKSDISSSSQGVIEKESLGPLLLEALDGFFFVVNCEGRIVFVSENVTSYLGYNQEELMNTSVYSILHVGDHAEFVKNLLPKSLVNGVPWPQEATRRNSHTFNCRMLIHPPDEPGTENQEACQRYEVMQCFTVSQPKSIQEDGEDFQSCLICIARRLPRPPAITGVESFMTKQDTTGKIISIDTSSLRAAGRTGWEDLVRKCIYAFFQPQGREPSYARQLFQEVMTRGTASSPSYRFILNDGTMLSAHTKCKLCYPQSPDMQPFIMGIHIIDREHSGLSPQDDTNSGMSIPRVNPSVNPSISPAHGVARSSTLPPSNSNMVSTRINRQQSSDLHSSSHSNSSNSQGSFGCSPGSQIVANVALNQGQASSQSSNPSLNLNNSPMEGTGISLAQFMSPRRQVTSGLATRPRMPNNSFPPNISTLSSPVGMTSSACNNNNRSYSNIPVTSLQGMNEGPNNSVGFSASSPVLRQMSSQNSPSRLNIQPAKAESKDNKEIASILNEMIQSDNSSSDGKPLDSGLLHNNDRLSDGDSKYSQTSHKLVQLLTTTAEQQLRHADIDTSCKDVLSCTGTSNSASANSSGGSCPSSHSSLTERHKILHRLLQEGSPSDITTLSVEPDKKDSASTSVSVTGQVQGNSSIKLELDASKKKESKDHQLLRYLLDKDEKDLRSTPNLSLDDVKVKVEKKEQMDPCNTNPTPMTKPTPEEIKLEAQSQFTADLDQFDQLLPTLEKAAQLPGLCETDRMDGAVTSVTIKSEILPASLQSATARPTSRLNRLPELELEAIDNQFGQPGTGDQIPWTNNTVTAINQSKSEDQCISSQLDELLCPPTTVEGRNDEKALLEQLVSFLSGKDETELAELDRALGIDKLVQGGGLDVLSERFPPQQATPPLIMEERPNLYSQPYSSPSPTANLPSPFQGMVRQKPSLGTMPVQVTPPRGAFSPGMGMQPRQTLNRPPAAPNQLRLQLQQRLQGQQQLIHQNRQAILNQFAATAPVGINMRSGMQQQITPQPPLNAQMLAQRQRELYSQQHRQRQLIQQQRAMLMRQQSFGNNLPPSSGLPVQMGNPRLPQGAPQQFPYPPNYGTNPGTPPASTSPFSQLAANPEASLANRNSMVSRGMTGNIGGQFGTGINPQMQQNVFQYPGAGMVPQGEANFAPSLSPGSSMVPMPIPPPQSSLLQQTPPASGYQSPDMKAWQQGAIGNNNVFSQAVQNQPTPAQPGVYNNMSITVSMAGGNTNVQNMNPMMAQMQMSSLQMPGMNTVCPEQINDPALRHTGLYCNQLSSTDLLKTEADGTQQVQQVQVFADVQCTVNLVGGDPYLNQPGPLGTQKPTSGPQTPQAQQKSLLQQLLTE
# TROY NFkB inh = TROY signaling inhibition; Q293 LMP1-TROYcd NF-kB luciferase reporter, 4 h; inhibition, % at 10 µM; 360,000 tested, 0.98% active; AID 1347056;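 active means compounds whose plate-normalised and pattern-corrected inhibition of the luciferase reporter signal at the single screening dose is 50% or more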
# NCOA3 inh = inhibitors of human steroid receptor coactivator 3 (SRC3). Q9Y6Q9. HEK293 GAL4-SRC3 luciferase reporter, luminescence. inhibition, % at 3.6 µM. 360,000 tested, 0.17% active. AID 588352;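 active means inhibition above a per-campaign cutoff, the mean of all compounds plus 3 SD, cut at about 60% in these data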;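 further: 0% = DMSO-treated cells and 100% = gossypol-treated cells at 36 µM; higher means less SRC3-driven luciferase light from the GAL4 reporter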
# SRC2 inh = human SRC2 (NCOA2) inhibition | 370,000 tested, 0.17% active | inhibition, % at 9 µM | HEK293 GAL4-SRC2 luciferase reporter, luminescence | Q15596;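 active means inhibition above the mean inhibition of all tested compounds plus 3 SD, set per campaign, cut at about 52% in these data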;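 further: 0% = DMSO treated cells and 100% = cells given Gossypol at 36 µM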
# CF NFkB inh = blocks PAF-induced NF-kB reporter in cystic fibrosis cells; KKLEB NF-kB-GFP reporter, GFP fluorescence overnight; inhibition, % at 5 µM; 360,000 tested, 0.86% active;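 active means at least 50% inhibition at 5 µM, scaled per plate between neutral and stimulator controls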;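 further: PAF is a Pseudomonas aeruginosa culture filtrate used as stimulus; plate controls were PAF-stimulated DMSO wells for no effect and unstimulated DMSO wells for full effect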
# KKLEB cytotox = reduces viability of KKLEB cystic fibrosis airway cells | KKLEB CF airway cells viability, ATPlite luminescence, overnight; active compounds read low; cells stimulated with P. aeruginosa culture filtrate | activity change (cytotoxicity), % at 5 µM | 360,000 tested, 0.36% active | AID 602141;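 active means corrected activity change at or below -50% at 5 µM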
# NR2F2 inh = blocks human COUP-TFII nuclear receptor. P24468. HEK293T NGFI-A luciferase reporter, luminescence. inhibition, % at 8.6 µM. 370,000 tested, 0.7% active. AID 686940;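 active means inhibition above a per-plate cutoff, mean inhibition of test wells between control levels plus 3 SD, cut at about 38% in these data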;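 further: cells cotransfected with COUP-TFII expression vector driving the NGFI-A reporter; 0% = median of COUP-TF2 test wells and 100% = reporter-only cells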
# TWEAK Fn14 block = TWEAK-Fn14 signaling inhibition; 360,000 tested, 2% active; inhibition, % at 10 µM; TWEAK-stimulated Fn14 reporter cells, luciferase luminescence, 8 h; in the data active means inhibition above about 50%
# Numbers without * were called inactive; x = not tested or not shown; & = joins results of further samples.
[1] O=C(CSc1nnc(NC2CC2)s1)Nc1ccc(N2CCOCC2)cc1
[2] Cc1c(C(=O)NCc2ccc(Cl)c(Cl)c2)sc(=O)n1Cc1ccccc1F
[3] CS(=O)(=O)N(Cc1ccccc1)c1ccc(C(=O)NC2CCCCC2O)cc1 (centres undefined)
[4] COc1ccc(C)cc1NC(=O)C1CCN(C(=O)c2ccco2)CC1
[5] COc1ccc(C2CC=C(C(C)=O)CN2S(=O)(=O)c2ccc(Cl)cc2)cc1 (centres undefined)
[6] Cc1occc1C(=O)NCc1nc(-c2ccccc2)no1
[7] C[C@H]1Cn2cnc(C(=O)Nc3ccc(CNC(=O)OC(C)(C)C)cc3)c2C(=O)N1
[8] CCc1nnc(NC(=O)CSc2nnc(-c3cccnc3)n2C)s1
[9] CCN(CC)c1nc(C#N)nc(N(CC)CC)n1
[10] Cc1cccc(NC(=O)COc2ccc3c(c2)CCC3)n1

Compound	1	2	3	4	5	6	7	8	9	10
TRAIL sens C8	-6	6	-10	-16	-45&3	0	-8	23	-5	6
LMP1 NFkB inh	1	x	-7	-5	x	-13	-3	-8	1	-4
LRH-1 inv ag	-45	9	-12	5	-16&5	-4	-5	-8	-13	-32
SRC1 inh	-15	-15	-8	3	9&-6	11	7	-5	0	-18
TROY NFkB inh	-6	29	1	-15	-29&5	3	2	11	1	-58
NCOA3 inh	-18	4	12	-26	-10&1	7	0	-3	7	-62
SRC2 inh	-10	-4	6	-13	-17&-28	3	-8	0	6	-21
CF NFkB inh	0	-3	-13	-1	-3&27	12	0	9	12	-2
KKLEB cytotox	0	-16	-2	0	-9&-15	2	13	-1	-7	-3
NR2F2 inh	0	-19	-3	-23	-13&-8	-20	-7	11	-10	-42
TWEAK Fn14 block	3	6	-2	16	-17&-21	3	-31	1	-1	-15

# Two compounds from above, showing only LRH-1 inv ag, TROY NFkB inh and TRAIL sens C8.
item	Compound	LRH-1 inv ag	TROY NFkB inh	TRAIL sens C8
3	CS(=O)(=O)N(Cc1ccccc1)c1ccc(C(=O)NC2CCCCC2O)cc1 (centres undefined)	-12	1	-10
4	COc1ccc(C)cc1NC(=O)C1CCN(C(=O)c2ccco2)CC1	5	-15	-16

# Other entries follow:
[11] CCOC(=O)Cc1nnc(Nc2cccc(O)c2)c2ccccc12
[12] COc1ccc(OC)c(/C=C/C(=O)OCC(=O)N2CCN(S(=O)(=O)c3ccc(C)cc3C)CC2)c1
[13] CC(C)(C)n1cnc2cc(NS(=O)(=O)c3ccccc3)ccc21
[14] O=C(c1cccc(S(=O)(=O)N2CCOCC2)c1)N1CCN(S(=O)(=O)c2cccs2)CC1
[15] O=c1[nH]nc(SCc2nc3ccccc3s2)n1C1CC1
[16] COc1ccc(C2CC(c3ccccc3)=NN2C(=S)Nc2ccccc2)cc1 (centres undefined)
[17] O=c1[nH]c2ccc([N+](=O)[O-])cc2[nH]1
[18] Cc1nccn1CC(=O)N/N=C/c1cccc(O)c1
[19] Cc1cc(NC(=O)CCCOc2ccc(Cl)cc2Cl)no1
[20] COc1cc(C(=O)OCC(=O)Nc2cc(C)on2)cc(OC)c1OC

Compound	11	12	13	14	15	16	17	18	19	20
TRAIL sens C8	-9	-7	5	-10	-4	-5	-6	-2	12	-5
LMP1 NFkB inh	4	4	-14	0	-8	5	0	4	0	-11
LRH-1 inv ag	8	-30	-26	-17	10	-1	15	10	8	-2
SRC1 inh	-10	-2	-23	-4	-8	-8	-1	-10	-18	9
TROY NFkB inh	-1	15	4	-3	18	-57	-1	9	-4	-14
NCOA3 inh	4	-4	-11	10	-42	10	-13	-3	8	5
SRC2 inh	-7	8	-42	0	-18	6	-19	11	-18	-36
CF NFkB inh	-6	14	8	-12	-9	-13	-27	1	-7	8
KKLEB cytotox	-5	-7	3	13	5	3	8	7	-4	14
NR2F2 inh	-12	0	6	-11	-14	-4	-7	-20	-4	3
TWEAK Fn14 block	-1	-17	-12	43	-2	-23	17	-3	-8	-27

[21] COc1cccc(C(C(=O)NC2CCCCC2)N(C(=O)c2csnn2)C2CC2)c1 (centres undefined)
[22] COc1ccc(-c2c(C(=O)O)c(-c3ccccc3)cn2C)cc1
[23] COc1ccc(CN2C(=O)CN=C2Nc2ccc(C)cc2C)cc1
[24] O=[N+]([O-])c1ccc(C2NS(=O)(=O)N=C3CCCCCN32)cc1 (centres undefined)
[25] CCCCC(=O)NC1(C(F)(F)F)NC(=O)N(C)C1=O (centres undefined)
[26] CCOC(=O)C1C(=O)C=C(c2ccc([N+](=O)[O-])cc2)CC1c1ccccc1 (centres undefined)
[27] CCCCCC(=O)NNC(=S)NC(=O)c1ccc([N+](=O)[O-])cc1
[28] CCOC(=O)CNC(=O)CNC(=O)Cn1ccc2ccccc2c1=O
[29] Cc1ccc2nc(SCC(=O)OCc3ccccc3)nc(=O)n2c1
[30] C[C@@H]1CN([C@H](C)CO)C(=O)CCCn2cc(nn2)CO[C@H]1CN(C)S(=O)(=O)c1cccc(C#N)c1

Compound	21	22	23	24	25	26	27	28	29	30
TRAIL sens C8	-2	15	-16	9	-4	-8	-4	-8	3	-13
LMP1 NFkB inh	-8	0	1	0	-2	16	-9	-3	0	0
LRH-1 inv ag	8	-37	14	-9	-22	-1	4	-11	6	-24
SRC1 inh	0	-23	-9	2	-8	-29	0	-7	5	5
TROY NFkB inh	-10	-51	-25	-10	4	-4	1	3	-6	4
NCOA3 inh	-1	-7	-9	-6	17	16	9	6	21	-3
SRC2 inh	8	-50	-29	-30	3	-9	-9	-1	-6	-25
CF NFkB inh	-8	13	-8	-7	1	-10	-8	-13	0	-1
KKLEB cytotox	6	-7	1	-4	-13	-4	-3	12	2	3
NR2F2 inh	4	-17	9	3	4	11	-15	9	-3	0
TWEAK Fn14 block	-8	-8	0	6	-9	24	-11	-4	-3	2

[31] C=CCn1c(NCCO)nc2sc3c(c2c1=O)CCC3
[32] CC1(C)Cc2c(sc3nc4n(c(=N)c23)CCCCC4)CO1
[33] COc1ccc(S(=O)(=O)Nc2ccc3c(c2)OCO3)cc1C
[34] COc1ccccc1CC(NC(C)=O)C(=O)N1CCN(C(=O)Nc2ccccc2Cl)CC1 (centres undefined)
[35] COc1cc2sc3cc(NCCCN4CCOCC4)ccc3c(=O)c2cc1OC
[36] Cc1ccc2c(c1)nnn2C1CCN(S(=O)(=O)c2ccc(C(=O)N3C(C)CCCC3C)cc2)CC1 (centres undefined)
[37] O=C(CCS(=O)(=O)c1ccccc1F)Nc1ccc(N2CCN(Cc3ccccc3)CC2)cc1
[38] CC(=O)OCCCn1c(C)[n+](C)c2cc(Cl)c(Cl)cc21
[39] COc1cccc(CNC(=O)c2ccccc2SCC(=O)N2CCCC2)c1
[40] Nc1cc2c(cc1O)CCCC2

Compound	31	32	33	34	35	36	37	38	39	40
TRAIL sens C8	13	-8	4	8	16	9	-14	-3	-13	2
LMP1 NFkB inh	-1	-11	8	11	-30	19	-4	-5	-17	-7
LRH-1 inv ag	-7	-18	21	-8	-65	9	-9	-2	-1	-13
SRC1 inh	2	-23	-5	15	-43	19	-8	9	-10	-26
TROY NFkB inh	2	-45	13	-7	-47	43	14	-1	-1	17
NCOA3 inh	-6	-5	14	-3	-40	28	-18	11	0	-11
SRC2 inh	32	-10	-6	0	-150	27	-23	-19	-16	-19
CF NFkB inh	-55	-1	9	3	-187	-2	11	-11	-12	-13
KKLEB cytotox	8	4	-2	3	34	2	-4	3	14	2
NR2F2 inh	11	14	-4	15	-42	42*	13	5	-25	-8
TWEAK Fn14 block	-10	-14	-6	-11	-78	46	-5	-26	-13	18

# One compound at a time, as listed above. Values in the order: TRAIL sens C8 | LMP1 NFkB inh | LRH-1 inv ag | SRC1 inh | TROY NFkB inh | NCOA3 inh | SRC2 inh | CF NFkB inh | KKLEB cytotox | NR2F2 inh | TWEAK Fn14 block
# O=C(CSc1nnc(NC2CC2)s1)Nc1ccc(N2CCOCC2)cc1 as listed: -6 | 1 | -45 | -15 | -6 | -18 | -10 | 0 | 0 | 0 | 3
# COc1ccccc1CC(NC(C)=O)C(=O)N1CCN(C(=O)Nc2ccccc2Cl)CC1 (centres undefined) as listed: 8 | 11 | -8 | 15 | -7 | -3 | 0 | 3 | 3 | 15 | -11
# COc1cc(C(=O)OCC(=O)Nc2cc(C)on2)cc(OC)c1OC as listed: -5 | -11 | -2 | 9 | -14 | 5 | -36 | 8 | 14 | 3 | -27

# (listing goes on)
[41] CN(C(=O)Cn1cnc2ccccc2c1=O)C1CCS(=O)(=O)C1 (centres undefined)
[42] CCCCC1C(=O)N(c2ccccc2)N(c2ccc(O)cc2)C1=O (centres undefined)
[43] COC(=O)c1c(C)[nH]c(C(=O)C(C)OC(=O)C2CC2)c1C (centres undefined)
[44] O=C(Cn1nnc(-c2ccccc2F)n1)Nc1ccc2c(c1)OCO2
[45] C=CCOc1ccccc1/C=N/NC(=O)Cc1ccc(C)cc1
[46] COc1ccc(CN2C(=O)c3c(c(C)n(C)c3C)C2C(=O)NC2CCC(C)CC2)cc1 (centres undefined)
[47] COc1ccc(O)c(C(=O)c2cc(SCC(=O)O)c3nc4sc5c(c4c(=O)n3c2)CCCC5)c1
[48] Cn1cc(CNCc2cn(C)nc2-c2ccc(C3CCCCC3)cc2)cn1
[49] COc1ccc(-c2nc3ccccc3c(=O)n2CCN2CCOCC2)cc1
[50] O=C1c2ccccc2[C@@H]2C[C@@H](O)[C@H](Nc3cccc(Cl)n3)CCN12
[51] O=[N+]([O-])c1ccc(S(=O)(=O)NCCS(=O)(=O)N2CCN(c3ccccc3)CC2)cc1
[52] Cn1c(=O)n(C)c2cc(C(=O)c3ccccc3)ccc21
[53] COc1ccccc1OCC(=O)N(Cc1nc(-c2ccc(Cl)cc2)no1)C(C)C

Compound	41	42	43	44	45	46	47	48	49	50	51	52	53
TRAIL sens C8	16	57*	0	-6	-1	-6	-6	6	29	2	4	-23	3
LMP1 NFkB inh	0	55*	2	-10	3	5	-6	-2	-5	-9	-4	-6	-8
LRH-1 inv ag	-7	-9	2	-12	6	-11	-15	11	-18	-8	11	-4	-24
SRC1 inh	1	-56	-2	-21	13	-5	3	20	-3	7	-16	-14	-45
TROY NFkB inh	-17	55*	2	-20	-12	15	30	-43	-26	-15	6	-30	4
NCOA3 inh	25	-26	4	-1	8	11	2	10	-20	10	-5	2	6
SRC2 inh	-16	-92	-28	-22	3	8	11	-15	-23	6	-3	-65	0
CF NFkB inh	14	82*	-8	-13	3	3	-18	6	7	-12	6	-9	7
KKLEB cytotox	-4	29	6	-4	3	0	15	-4	10	9	-7	23	-2
NR2F2 inh	14	-24	-23	8	19	21	-2	-13	-10	1	-2	-3	8
TWEAK Fn14 block	-4	84*	23	-2	-8	-3	-73	19	-18	11	-7	-13	4

# A different layout for 2 compounds above:
no.	Compound	TRAIL sens C8	LMP1 NFkB inh	LRH-1 inv ag	SRC1 inh	TROY NFkB inh	NCOA3 inh	SRC2 inh	CF NFkB inh	KKLEB cytotox	NR2F2 inh	TWEAK Fn14 block
43	COC(=O)c1c(C)[nH]c(C(=O)C(C)OC(=O)C2CC2)c1C (centres undefined)	0	2	2	-2	2	4	-28	-8	6	-23	23
52	Cn1c(=O)n(C)c2cc(C(=O)c3ccccc3)ccc21	-23	-6	-4	-14	-30	2	-65	-9	23	-3	-13
